esBAF inh: inhibitors of esBAF chromatin remodeling in mouse ES cells. Bmi1-luciferase knock-in reporter, 24 h; 100% = twice the neutral-well signal. reporter increase, % at 12.5 µM. hit rate 2% among 350,000. AID 602393; in the data active = activation above about 40%; inconclusive = no clear call, values can overlap the other calls;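 note: 0% = median of the plate's neutral control wells and 100% = double that signal; a rise in the Bmi1 reporter signal indicates esBAF inhibition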
RAD54 inh: blocks human RAD54 Holliday junction branch migration; Q92698; FAM/BHQ fluorescence; inhibition, % at 10.4 µM; hit rate 0.14% among 360,000;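 active = mean normalized replicate activity at least 40 and at least half of replicates scoring 40 or more; inconclusive = only one of the two criteria met; inactive = mean below 40 and under half of replicates reaching 40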;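 note: 0% = median of neutral control wells and 100% = median of positive control wells; inhibitors cause a drop in the FAM fluorescence signal; in these data hits start at about 50%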
RAD52 anneal inh: inhibitors of human RAD52 DNA annealing; hit rate 0.46% among 360,000; AID 651710; P43351; inhibition, % at 18.7 µM; recombinant RAD52 DNA annealing, FRET fluorescence;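 active = every replicate showing at least 50% inhibition; inconclusive = mean inhibition at least 50% but not in every replicate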
PglD inh: blocks C. jejuni PglD acetyltransferase activity. purified PglD enzyme, DTNB colorimetric CoA detection. hit rate 0.098% among 360,000. AID 602405. inhibition, % at 12.5 µM; in the data active = inhibition above about 16%, passing the limit was not always enough; inconclusive = no clear call, values can overlap the other calls; note: strong numbers were not always called active
CASP6 VEID inh: caspase-6 (human) enzyme inhibition; inhibition, % at 12.5 µM; hit rate 0.53% among 350,000; P55212; purified caspase-6, Z-VEID-R110 cleavage fluorescence;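 active = mean inhibition across replicates at least about 35%, with every replicate also reaching that limit, limit read from the data; inconclusive = only one of the two criteria met; inactive = neither criterion met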;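 note: 0% = median of neutral control wells and 100% = no fluorescence left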
Target sequence (P55212 24-179 limits assumed): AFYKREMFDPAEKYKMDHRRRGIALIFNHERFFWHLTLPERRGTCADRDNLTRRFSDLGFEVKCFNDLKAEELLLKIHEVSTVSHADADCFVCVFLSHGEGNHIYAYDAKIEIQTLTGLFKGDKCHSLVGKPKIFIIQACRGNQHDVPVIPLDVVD
Target sequence (P55212 194-293 limits assumed): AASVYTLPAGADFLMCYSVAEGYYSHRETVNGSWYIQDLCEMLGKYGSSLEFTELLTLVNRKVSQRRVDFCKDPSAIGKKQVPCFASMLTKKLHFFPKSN
E-sel inducer: E-selectin induction on HUVECs. P16581. HUVEC E-selectin immunofluorescence imaging; normalized: neutral wells 0, TNF-alpha wells 100. activation, % at 7.58 µM. hit rate 0.37% among 260,000. AID 686992;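 active = mean E-selectin-positive cell signal at least 10% of the positive control, reached in at least 60% of replicates, without over 20% cell loss; inconclusive = no rule given, readout overlaps actives, possibly toxicity-flagged; inactive = the rest, including those meeting only one limit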;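 note: in these data hits start at about 27%; measured in HUVEC primary endothelial cells; signal is the percent of cells scored E-selectin positive by PE staining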
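Test system – human umbilical vein endothelial cells (HUVEC), E-selectin induction · Input – 3,000 HUVEC seeded per well · Buffer or medium – EGM-2, gelatin · Compound dosing – single-point compound dose · Detection – immunofluorescence imaging · Measure – percent E-selectin-positive cells · Controls – TNF-alpha high, DMSO low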
ARNT-TACC3 inh: disruptors of human ARNT/TACC3 interaction; Q9Y6A5; AlphaScreen His-ARNT PAS-B/GST-TACC3 binding, luminescence; TACC3 fragment carries E629A point mutation; inhibition, % at 9.99 µM; hit rate 0.66% among 390,000; AID 623870;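 active = mean inhibition of replicates at least 50% and at least half of replicates each reaching 50%; inconclusive = half or more replicates reach 50% but mean below 50%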;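 note: 0% = complete ARNT plus TACC3 wells and 100% = ARNT alone without TACC3; many hits fall short of the cut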
ERp5 inh: ERp5 (human) disulfide isomerase inhibition; hit rate 0.05% among 350,000; AID 651711; inhibition, % at 9.99 µM; ERp5 insulin aggregation, absorbance 650 nm, 90 min; Q15084;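 active = mean replicate inhibition above about 25%, with every replicate also reaching it, limit read from the data, passing the limit was not always enough; inconclusive = only one of those two criteria met; inactive = neither criterion met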
Target sequence (Q15084 whole entry, looked up): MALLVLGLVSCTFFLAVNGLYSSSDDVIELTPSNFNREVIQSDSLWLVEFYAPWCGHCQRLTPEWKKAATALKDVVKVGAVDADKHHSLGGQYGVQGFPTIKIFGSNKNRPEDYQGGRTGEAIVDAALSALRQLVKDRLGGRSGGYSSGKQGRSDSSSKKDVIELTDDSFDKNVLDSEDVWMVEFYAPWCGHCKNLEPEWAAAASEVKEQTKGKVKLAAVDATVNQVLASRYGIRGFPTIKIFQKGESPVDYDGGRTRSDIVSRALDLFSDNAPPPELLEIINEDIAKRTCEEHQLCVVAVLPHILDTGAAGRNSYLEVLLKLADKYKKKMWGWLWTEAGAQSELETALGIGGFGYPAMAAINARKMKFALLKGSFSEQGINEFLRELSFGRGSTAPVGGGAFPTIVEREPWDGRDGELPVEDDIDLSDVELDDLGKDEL
* hit, by the source's call; ? = inconclusive; . = no result given; & = joins results of further samples.

Below each compound – esBAF inh	RAD54 inh	RAD52 anneal inh	PglD inh	CASP6 VEID inh	E-sel inducer	ARNT-TACC3 inh	ERp5 inh
CCOC(=O)c1c(C)nc2c(c1-c1ccc(Cl)cc1)C(=O)CC(C)(C)C2
  .	.	-7	.	-2	.	-3	3
CCCNC(=O)N1CC2(CCN(C(=O)c3ccncc3)CC2)c2c([nH]c3cc(OC)ccc23)[C@@H]1CO
  .	.	-13	.	0	0.2	.	-4
COc1ccc(NC(=O)N(C)C[C@@H]2Oc3ccc(NS(=O)(=O)c4cccs4)cc3C(=O)N([C@H](C)CO)C[C@H]2C)cc1
  -4	5	5	11	1	-2.8	-5	-4
COc1ccc(CN(C)C[C@@H]2Oc3ccc(NC(=O)C4CC4)cc3CC(=O)N([C@H](C)CO)C[C@H]2C)cc1
  9	-9	-8	0	0	1.0	-3	0
NC(=O)Nc1cc(Cl)ccc1Cl
  4	.	-16	.	-4	2.6	-10	4
COc1cc2c(cc1OC)C(C(N)=O)NCC2 (centres undefined)
  9	.	-7	.	-3	-0.2	-11	7
CCN(CC)S(=O)(=O)c1cccc(-c2csc(C)n2)c1
  7	.	-2	.	6	-0.3	13	-2
Cc1ccc(C2=NN(C(=O)CN3CCN(C4CCS(=O)(=O)C4)CC3)C(c3ccco3)C2)cc1 (centres undefined)
  10	-2	-11	.	2	.	-3	3
CC(C)COC(=O)c1ccccc1OC(=O)c1ccncc1
  .	.	-7	.	2	.	-6	3
Cc1nc(NC(=O)C2CC2)sc1C
  .	2	-17	4	8	.	24	1
COc1ccc(Cc2nnnn2CC(=O)O)cc1
  -2	-1	.	-4	.	.	1	.
CSc1ccc(CN(C)C(C)C(=O)NCc2ccccc2)cc1 (centres undefined)
  -2	6	2	-3	4	-1.7	-1	2
COc1ccc(-c2n[nH]c(=S)n2-c2ccccc2C)cc1
  -1	8	9	-1	0	.	-2	4
Cc1ccc(C(=O)CCC(=O)N2CCN(c3ccc(F)cc3)CC2)cc1
  -4	-12	-7	-3	-4	-0.3	-2	-2
O=C(CCc1ccccc1)NCc1ccncc1
  -4	0	-15	-2	8	.	-2	0
COc1ccc(OC2C(=O)N(c3ccc(C)c(C)c3)C2c2ccc(OC)c(OC)c2)cc1 (centres undefined)
  .	1	-5	.	-3	.	-2	1
CCCNC(=O)N(C)C[C@H]1Oc2cc(C#CC3CC3)ccc2S(=O)(=O)N([C@H](C)CO)C[C@@H]1C
  7	1	12	-1	-1	-0.3	-15	0
O=C(c1cc(F)c(F)cc1Cl)N1CCOCC1
  -6	-1	.	-1	.	.	-2	.
Cc1nc2ccccc2c2oc(C(=O)N3CCC(C)CC3)cc12
  25	7	2	-15	2	.	13	-11
C[C@H]1CN([C@@H](C)CO)C(=O)c2c(c3ccccc3n2C)-c2ccccc2CO[C@H]1CN(C)C(=O)Nc1ccccc1
  2	9	15	2	-2	0.0	-1	-11
O=C(Cn1c(=O)oc2ccc(Cl)cc21)Nc1ccon1
  -7	-4	-10	-1	-2	.	-1	1
CNC(=O)NC(=O)CSc1cccc(C(F)(F)F)c1
  -3	-4	-12	-8	-1	.	0	-2
O=Cc1cc(Br)c(OC(=O)N2CCOCC2)c(Br)c1
  8	-11	-6	-5	1	.	0	-1
O=C(Oc1ccc(Br)cc1)c1cccc(S(=O)(=O)N2CCOCC2)c1
  -1	11	-6	-3	-1	0.3	-23	1
O=C1c2ccccc2C(=O)C1c1ccccc1F
  -4	3	3	-5	.	-0.1	-9	-1
COCC(=O)N1CCCCN2[C@@H](CO)[C@@H](c3ccc(C#Cc4ccc(OC)cc4)cc3)[C@@H]2C1
  .	-7	0	-4	0	0.1	34	0
CCOC(=O)[C@H]1[C@H]2COc3ccc(OC)cc3[C@@H]2N2C(=O)c3ccccc3NC(=O)[C@@]12C
  -7	-7	-1	7	6	0.0	22	4
C[C@H](CO)N1C[C@H](C)[C@H](CN(C)CC2CC2)Oc2ccc(NS(=O)(=O)c3ccccc3)cc2CC1=O
  -2	4	14	8	2	.	-7	2
C/C(CCC(C)C)=N\NS(=O)(=O)c1ccc(C)c([N+](=O)[O-])c1
  .	9	-10	-4	1	.	1	5
c1ccc(N2N=C(c3cccs3)CC2c2ccco2)cc1 (centres undefined)
  16	-4	.	-5	.	.	-56	.
COc1cc(NC(=O)CSc2ccc(-c3ccccn3)nn2)cc(OC)c1
  2	-21	-18	0	-3	0.1	59*	7
COc1ccc(CNc2nc3ccccc3n2C(C)C)cc1
  4	2	-8	-2	0	.	-1	-5
CO[C@@H]1CN(C)C(=O)c2ccc(NS(=O)(=O)c3ccccc3Cl)cc2OC[C@H](C)NC[C@H]1C
  5	6	0	-2	-3	0.2	1	-5
CN1C(=O)c2cc(NC(=O)c3cnccn3)ccc2OC[C@@H]2O[C@H](CC(=O)NC3CCC3)CC[C@H]21
  4	8	-5	1	1	0.0	-10	1
C[C@@H]1CN([C@H](C)CO)C(=O)c2cc(NS(=O)(=O)c3ccc(Cl)cc3)ccc2O[C@@H](C)CCCCO[C@H]1CN(C)C(=O)Nc1ccc2c(c1)OCO2
  .	.	-11	.	5	-0.1	.	-3
CCC(=O)N1CCCCN2[C@H](CO)[C@@H](c3ccc(C#Cc4ccccc4F)cc3)[C@@H]2C1
  7	4	3	22	-3	-0.4	1	-5
COc1ccc(-c2nnc(SCC(=O)NC3CCCc4ccccc43)n2N)cc1 (centres undefined)
  5	.	-12	.	-2	-0.1	-3	7
CCN1CC(=O)Nc2cc(S(=O)(=O)N3CCOCC3)ccc21
  -7	.	-9	-4	1	0.2	0	-2
Cc1cc(C)nc(/N=C2\NC(=O)CC(C(=O)O)N2c2ccc(C)c(C)c2)n1 (centres undefined)
  -1	2	-22	-3	-1	1.4	-9	2
Cc1ccc(C)c(N2CCN(C(=O)c3cn(C)c4ccc(S(=O)(=O)N(C)C)cc4c3=O)CC2)c1
  1	-7	-3	-4	-1	.	4	2
O=C(NC1CCCC1)c1ccc(Cl)c(S(=O)(=O)N2CCOCC2)c1
  -1	7	-8	5	0	.	1	0
O=C(Nc1ccccc1N1CCN(c2ccccc2)CC1)c1ccccc1
  .	.	-10	.	5	.	4	1
C[C@@H]1CN([C@@H](C)CO)C(=O)c2cccc(N(C)C)c2O[C@H]1CN(C)Cc1ccc(C(=O)O)cc1
  -1	2	-1	1	0	0.0	-9	2
N#Cc1c(N)nc(SCC(=O)NCc2ccc3c(c2)OCO3)c(C#N)c1-c1cccs1
  12	6	.	6	.	.	-3	.
COc1ccc(S(=O)(=O)N(C)C[C@@H]2Oc3ncc(C#Cc4ccccc4)cc3C(=O)N([C@H](C)CO)C[C@@H]2C)cc1
  -7	7	-4	3	-2	-0.4	-3	12
Nc1sc2c(c1C(=O)NCCc1ccccc1)CCC2
  .	.	-17	.	3	1.6	2	6
CC(NC(=O)Cc1ccc(F)cc1)c1ccccc1 (centres undefined)
  -3	-10	.	-1	.	.	-6	.
CN1OC[C@@H]2CN(Cc3ccccc3)[C@H](c3cccc(Oc4ccccc4)c3)C[C@@H]21
  -11	11	-13	2	2	-0.1	4	-1
O=C(CCN1Cc2ccccc2C1)c1ccc2c(c1)OCCO2
  -6	-13	.	1	.	.	1	.
CC1(C(=O)Nc2ccc3c(c2)OCCO3)CN(S(C)(=O)=O)CC(=O)N1CCc1ccccc1F (centres undefined)
  .	.	2	.	-1	0.0	.	2
O=C(Nc1ccc(Cc2ccncc2)cc1)c1ccc(Cl)c([N+](=O)[O-])c1
  8	5	.	-3	.	.	2	.
O=[N+]([O-])c1ccc(/C=C/c2ccc3ccccc3n2)cc1
  -52	-12	-8	-5	-3	-0.5	6	-3
O=C(CCCN1C(=O)/C(=C/c2cccs2)SC1=S)Nc1cccc(O)c1
  8	-9	-21	2	5	.	5	2
CCCCn1c(N)c(N(Cc2ccccc2OC)C(=O)COc2ccccc2OC)c(=O)[nH]c1=O
  .	.	-9	.	3	0.2	-8	1
CCCCNc1nc(NC)nc(Cl)c1SC
  .	.	-3	.	-1	.	-3	-7
O=C1N(CCS(=O)(=O)c2ccccc2)Cc2ccccc2C[C@@]12COC(c1ccc(OCCCO)cc1)=N2
  .	3	-13	1	0	.	-4	0
COc1cccc(NC(=O)N(C)C[C@H]2Oc3cc(C#Cc4ccncc4)ccc3S(=O)(=O)N([C@H](C)CO)C[C@H]2C)c1
  13&-8&3	7&0&-6	6&-57&-42	-3&-3&4	2&0&-2	1.4&-0.2	.	5&2&1
CSCCC(NS(=O)(=O)c1ccc(C)cc1)C(=O)N1CC=C(c2ccccc2)CC1 (centres undefined)
  .	.	-6	.	0	-0.2	1	2
CCC1CCCCN1C/C=C/c1ccccc1[N+](=O)[O-] (centres undefined)
  4	15	-7	-1	-1	.	-10	-3
Cc1cc(-c2ccc([N+](=O)[O-])cc2)cc(C)n1
  8	6	-3	-2	1	-0.1	5	-1

The list goes on:
Below each compound – esBAF inh	RAD54 inh	RAD52 anneal inh	PglD inh	CASP6 VEID inh	E-sel inducer	ARNT-TACC3 inh	ERp5 inh
O=C(NCc1nc2ccccc2[nH]1)c1ccc(S(=O)(=O)N2CCCC2)cc1
  -8	0	-38	3	1	3.4	-6	2
Cn1cc(S(=O)(=O)NCC2CCCO2)c(=O)n(C)c1=O (centres undefined)
  -5	-12	-10	2	-1	-1.6	-7	-3
COc1cccc(-c2ccc([C@@H]3[C@H]4CN(C(=O)NC(C)C)CC(=O)N4[C@H]3CO)cc2)c1
  .	.	2	.	3	1.3	.	-3
COc1cccc(N(C(=O)c2ccn[nH]2)C2(C(=O)Nc3c(C)cccc3C)CCCCC2)c1
  6	-10	.	-8	.	.	7	.
COc1ccc(CNC(=O)CCSCc2cccc(Cl)c2)cc1
  .	-12	.	1	.	0.2	1	.
CCOC(=O)c1c(NC(C)=O)sc2c(OCC(O)CNC(C)(C)C)c(Br)ccc12 (centres undefined)
  -6	?	.	-2	.	.	2	.
O=C(CNCc1ccncc1)Nc1cc(S(=O)(=O)N2CCCCC2)ccc1Cl
  .	.	-182	.	15	.	5	2
CO[C@@H]1CN(C)C(=O)c2ccc(NC(C)=O)cc2OC[C@H](C)N(CC2CC2)C[C@@H]1C
  -2	-2	1	0	-4	0.0	-1	4
CC(C)(C)NC(=O)c1cccnc1Sc1ccccc1
  1	-5	-12	1	1	5.3	-8	0
CC1=C(C(=O)N(C)C)C(c2cccs2)NC(=O)N1 (centres undefined)
  -2	-12	.	2	.	.	-11	.
COc1cc2ccccc2cc1C(=O)Nc1ccccc1N1CCCC1
  -1	.	-3	.	-4	-0.1	2	1
CCOc1ccc(CNS(=O)(=O)c2c(C)nc3scc(C)n3c2=O)cc1OC
  -8	6	-13	-2	-2	0.6	4	-4
O=C(Cc1ccccc1)N1CC(=O)N2[C@@H](CO)[C@H](c3ccc(C#CCc4ccccc4)cc3)[C@@H]2C1
  .	.	-12	.	1	-0.7	.	16
COc1ccc2c(C(=O)CCl)c[nH]c2c1
  .	.	-11	.	2	.	2	1
CCCN(C)C[C@H]1Oc2cc(C#CCOC)ccc2S(=O)(=O)N([C@H](C)CO)C[C@H]1C
  2	-3	-4	0	2	4.1	2	8
COc1ccc(-c2[nH]ncc2CN2CCN(Cc3cccs3)CC2)c(F)c1
  -6	11	-6	9	-3	2.7	-20	1

Bioassay records as filed in PubChem.
